CCR6 antagonist – antagonists of human CCR6 receptor | P51684 | CHO-K1 CCR6 PathHunter beta-arrestin, luminescence, CCL20-stimulated | inhibition, % at 20 µM | 340,000 tested, 0.49% active | AID 493098;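 active = compounds whose inhibition of the agonist-driven luminescence signal at 20 µM reaches about 50%, limit read from the data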;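 note: cells stimulated with CCL20 at 14 nM final; plate controls were DMSO with CCL20 for no effect and DMSO without agonist for full effect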
EBI2 block – blocks human EBI2 receptor beta-arrestin signaling; AID 651636; 360,000 tested, 0.81% active; inhibition, % at 5 µM; P32249; EBI2 beta-arrestin recruitment, luminescence, 7a,25-OHC stimulated; in the data active = inhibition above about 38%;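 note: enzyme fragment complementation signal reports receptor beta-arrestin coupling in cells; 0% = agonist plus DMSO wells and 100% = wells without agonist; some results beyond the cut were filed as inactive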
697 NFkB inh – inhibitors of the PMA/ionomycin-induced NF-kB reporter in 697 B cells. AID 435022. 330,000 tested, 0.33% active. 697 B-cell NF-kB luciferase reporter, 16 h. inhibition, % at 4 µM; in the data active = inhibition above about 35%
UBC13 inh – inhibitors of human UBC13 polyubiquitin chain formation; TR-FRET; P61088; inhibition, % at 20 µM; 330,000 tested, 0.47% active; in the data active = inhibition above about 45%, passing the limit was not always enough
APJ antag – antagonists of human APJ apelin receptor | P35414 | AID 2521 | inhibition, % at 20 µM | CHO-K1 APJ beta-arrestin complementation, luminescence | 330,000 tested, 0.32% active;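 active = inhibition above about 40% at 20 µM, limit read from the data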;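 note: cells challenged with 10 nM apelin-13 agonist together with compound; plate controls were apelin-13 plus DMSO wells for no effect and DMSO wells lacking apelin-13 for full effect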
Target sequence (P35414 whole entry, looked up): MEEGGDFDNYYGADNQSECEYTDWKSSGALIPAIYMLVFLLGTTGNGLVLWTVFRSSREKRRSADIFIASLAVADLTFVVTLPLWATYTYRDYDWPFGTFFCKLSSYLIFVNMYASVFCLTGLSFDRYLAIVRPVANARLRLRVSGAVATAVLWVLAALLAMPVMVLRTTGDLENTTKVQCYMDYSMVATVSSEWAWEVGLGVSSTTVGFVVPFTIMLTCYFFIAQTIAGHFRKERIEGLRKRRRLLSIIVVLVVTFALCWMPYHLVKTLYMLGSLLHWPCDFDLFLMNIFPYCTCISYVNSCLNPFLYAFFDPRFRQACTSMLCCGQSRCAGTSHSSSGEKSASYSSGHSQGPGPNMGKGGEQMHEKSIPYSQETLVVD
CXCR6 inh – CXCR6 (human) receptor inhibition | O00574 | CHO-K1 PathHunter CXCR6 beta-arrestin, luminescence | inhibition, % at 20 µM | 360,000 tested, 0.36% active | AID 602244; in the data active = inhibition above about 34%, passing the limit was not always enough;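 note: antagonist mode with CXCL16 agonist at 10 nM final; 0% = 10 nM CXCL16 with DMSO and 100% = unstimulated wells without agonist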
Target sequence (O00574 whole entry, looked up): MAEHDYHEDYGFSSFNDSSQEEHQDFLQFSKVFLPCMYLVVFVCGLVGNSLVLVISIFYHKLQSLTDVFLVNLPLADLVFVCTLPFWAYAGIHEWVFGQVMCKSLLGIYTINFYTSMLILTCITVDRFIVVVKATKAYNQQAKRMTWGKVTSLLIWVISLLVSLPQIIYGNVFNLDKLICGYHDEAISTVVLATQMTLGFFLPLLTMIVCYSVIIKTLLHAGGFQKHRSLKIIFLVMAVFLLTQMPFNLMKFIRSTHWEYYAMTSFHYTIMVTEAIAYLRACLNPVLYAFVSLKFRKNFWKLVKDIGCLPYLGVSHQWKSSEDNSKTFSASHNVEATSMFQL
Jurkat NFkB inh – inhibitors of the PMA/ionomycin-induced NF-kB reporter in Jurkat cells; PMA/ionomycin-induced NF-kB luciferase reporter, luminescence; inhibition, % at 4 µM; 330,000 tested, 0.53% active; AID 435003; in the data active = inhibition above about 50%
Gli-Sufu block – Gli-Sufu pathway antagonism. Sufu-KO-LIGHT fibroblasts, Gli luciferase reporter luminescence. inhibition, % at 5 µM. 340,000 tested, 0.74% active;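 active = inhibition above about 55%, limit read from the data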;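 note: 0% = DMSO-treated cells and 100% = wells with medium but no cells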
Starred values were filed as active, the others as inactive; nt = no result given.

Structure,Gli-Sufu block,UBC13 inh,CXCR6 inh,Jurkat NFkB inh,CCR6 antagonist,APJ antag,EBI2 block,697 NFkB inh
COc1cccc(C(NC(=O)c2ccccc2F)NC(=O)c2ccccc2F)c1,4,0,3,4,0,-12,-5,6
COc1ccc(NC(=O)CCCn2c(=O)c3sccc3n(Cc3ccccc3C)c2=O)cc1,4,7,0,-15,6,-3,1,-6
CCOC(=O)c1c(C)c(C(=O)NCCc2ccc(S(N)(=O)=O)cc2)c(C)n1CC,-16,16,1,16,-7,-18,10,4
CC(C)CN1CCN=C1Nc1ccccc1,-7,-5,-6,3,10,3,-3,19
CNC(=O)c1cc(S(=O)(=O)Nc2ccc(C)cc2C)ccc1C,3,1,13,8,8,10,-20,-6
O=c1nc(N2CCCCCC2)nc(N2CCCCCC2)[nH]1,6,2,-6,0,-2,2,-4,-12
CCCCN(C(=O)C1CCC1)c1c(N)n(CCC)c(=O)[nH]c1=O,6,2,6,1,-2,-37,4,14
CS(=O)(=O)Oc1ccc2c(c1)O/C(=C\c1cccnc1)C2=O,1,2,-11,10,40,-4,-3,17
CCOC(=O)c1c(C)c(/C=N/Nc2ccccc2)n(C)c1C,12,nt,-8,nt,-8,nt,4,nt
O=C1CCCC2=C1C1(O)C(=O)c3ccccc3C1(O)O2 (stereo unspecified),7,-26,-9,12,1,6,-14,25
COc1ccc(-c2nc(CN3CCC(c4ccccc4)CC3)c(C)o2)cc1OC,23,0,4,-7,13,7,-1,-13
CCc1ccc(C(=O)N2CCN(c3ccc(NC(=O)c4ccco4)cc3)CC2)cc1,-3,5,1,14,6,5,-1,4
O=C(Nc1cccc2c1CCCC2)c1ccc(F)cc1,1,10,2,2,7,-13,-5,8
Cc1c(C)[n+](=O)c2c(n1[O-])C(Br)CCC2Br (stereo unspecified),-7,3,2,8,8,18,0,13
O=C(NC1CCCCC1)c1cccc(COCC(F)(F)F)c1,-2,-15,-6,-26,11,7,6,-8
COc1ccc(N(CC(=O)NC2CCCC2)C(=O)Cn2nnc(-c3ccc(F)cc3)n2)cc1OC,-2,-10,8,-5,5,-27,-11,-7
COc1cc(-c2n[nH]c(=S)n2-c2cccc(C(F)(F)F)c2)cc(OC)c1OC,29,10,0,3,9,-5,3,21
O=C(OCc1csc(-c2ccccc2)n1)c1cccs1,-11,7,6,-52,9,3,3,-63
CC(C)c1ccc(/C=N/NC(=O)c2nnn(-c3nonc3N)c2CN(C)C2CCCCC2)cc1,-11,-6,2,11,3,2,11,-9
CCC1(C)Cc2c(C#N)c(N)n(-c3ccccc3)c(=O)c2CO1 (stereo unspecified),7,-6,4,-7,13,4,-4,27
Cc1cnc(C(=O)OCC(=O)c2csc(N3CCCCC3)n2)cn1,-7,-13,-4,-11,-2,19,-2,-9
Cc1sc2ncnc(NCC(c3ccco3)N(C)C)c2c1C (stereo unspecified),9,8,4,-5,9,16,3,-1
CC1(C)CC(=O)C(N=Nc2cccc(S(=O)(=O)N3CCOCC3)c2)=C(O)C1,5,1,0,9,18,-4,-5,38*
CCN(CC)C(=O)c1[nH]cnc1C(=O)Nc1ccc(OC)cc1,23,4,2,24,4,-7,-10,17
O=C(NCC1COc2ccccc2O1)c1ccc(-n2cncn2)c([N+](=O)[O-])c1 (stereo unspecified),-3,-6,4,-18,11,-78,9,-1
O=C(N/N=C/c1ccc(N2CCOCC2)c([N+](=O)[O-])c1)c1ccc(F)cc1,3,-1,-9,-4,9,-13,-2,15
CCN1CCN(C(=O)CS(=O)(=O)Cc2nc(-c3cccc(OC)c3)oc2C)CC1,-1,-8,-2,-23,3,17,-1,-39
CCCCN(C(=O)C1=CC=CN2CCS(=O)(=O)N=C12)c1ccccc1,-7,-8,9,-22,7,7,-8,-12
COc1ccccc1CNC(=O)CNC(=O)[C@@H]1Cc2ccccc2CN1,-1,11,-11,9,-8,-4,-19,17
CC1=CC(=O)O[C@@H]1[C@@]1(C)C[C@H]2OC(=O)C[C@H]3[C@@H](C)C(=O)C(O)=C1[C@@]23CO,2,0,6,5,5,-28,-2,13
c1ccc(-c2noc(CN3CCCC(OCc4ccccn4)C3)n2)cc1 (stereo unspecified),2,0,-10,6,2,9,-2,4
COc1ccc(CCNC(=O)COc2ccc(S(=O)(=O)N3CCOCC3)cc2)cc1,1,1,0,-9,-2,-7,-1,-1
CNc1ccccc1C(=O)OCC(=O)c1ccccc1,-57,17,-9,-23,10,-6,-6,-35
CC(NC(=O)C(C)N1C(=O)C2C3CC(C(Br)C3Br)C2C1=O)c1ccccc1 (stereo unspecified),17,14,-7,5,0,-11,-7,-5
CC(=O)N(C)c1nnc(-c2ccccn2)s1,8,-1,-6,-20,6,22,8,-25
Cc1nc2ncnn2c(C)c1Cc1ccc(Cl)cc1F,1,-4,4,8,8,-12,5,3
O=S(=O)(NCCn1cccc1)c1ccc2ccccc2c1,-5,4,-2,8,-5,-2,-1,5
O=C(Cc1cccc(NC(=O)C2CCCN(C(=O)C3CC3)C2)c1)Nc1cccc(C(=O)N2CCCC2)c1 (stereo unspecified),-16,-11,-1,-12,3,2,-12,-3
CCOC(=O)C1CCN(C(=O)c2cc3cc4cc(OC)ccc4nc3o2)CC1,-31,17,-5,-32,8,-3,7,-56
CN(CC(=O)Nc1cccc(F)c1)C(=O)CCNC(=O)c1ccco1,2,-4,-4,18,-2,8,-3,8
CN1CCC(NC(=O)CCc2ccccc2)CC1,4,-6,0,-1,-2,-22,-4,6
CCOC(=O)C1CCN(S(=O)(=O)c2ccc(OC)c(OC)c2)CC1,18,-8,3,0,0,3,-7,-3
COCCN(C(=O)COC(=O)Cc1ccc(Cl)cc1Cl)c1c(N)n(Cc2ccccc2)c(=O)[nH]c1=O,-1,0,8,14,3,10,5,9
Cc1nc(C)c(C(=O)C2=C(O)C(=O)N(CCN(C)C)C2c2ccco2)s1 (stereo unspecified),5,4,-6,8,-3,11,-8,6
COCC(C)NC(=O)c1cc(-c2cccc(OC)c2)on1 (stereo unspecified),-17,-2,4,-49,-2,-7,7,-56
CC1(C)OC(=O)C(=C2CCCN2)C(=O)O1,8,0,-6,8,-9,-1,-7,3
CCOc1ccc(N(C)S(=O)(=O)c2c[nH]c(C(=O)OC)c2)cc1,7,-9,2,4,-3,-1,-1,8
COc1ccc(CCNC(=O)C(=O)NCC2OCCN2C(=O)c2ccc(Cl)cc2)cc1 (stereo unspecified),9,-5,0,-14,-9,-11,15,10
CCSc1nc2c(c(=O)[nH]1)C(c1cccnc1)C(C(=O)OC)=C(C)N2 (stereo unspecified),1,-2,-2,-15,-4,8,-8,10
Cc1cc(OCn2ccc(C(=O)O)n2)ccc1Cl,5,-1,-3,5,7,-1,9,9
CCCCC(=O)Nc1ccc(NC(=O)CCCC)nc1,-10,8,0,-1,1,12,-5,-2
C=CCOc1c(CNc2ccc(C(=O)O)cc2)cccc1OCC,-14,10,-4,-11,-14,2,0,-95
N#CC/C(N)=N/Nc1nc2ccccc2nc1Cc1ccccc1,33,-18,0,-36,9,-5,2,-9
CCCN1CCN(C(=O)c2cn(CC(C)C)c(=O)c3cc(OC)c(OC)cc23)CC1,5,-11,5,17,9,-3,-8,13
Nc1nc(SCc2ccc(Cl)cc2)[nH]c(=O)c1-c1ccccc1,-8,-3,-6,-12,-1,-2,-8,-16
CCCCn1c(SC(C)C(N)=O)nc2cc(C(=O)OC)ccc2c1=O (stereo unspecified),10,-2,6,1,8,0,-2,10
COc1ccc(C(=O)NCCCn2nc(C)cc2C)cc1S(=O)(=O)N1CCOCC1,0,1,0,18,4,11,2,4
COc1ccc(OCC(O)CNC2CCCC2)cc1 (stereo unspecified),27,1,-9,-5,2,15,6,10
CCOc1ccc(N2CC(=O)N/C2=N\c2nc(C)cc(C)n2)cc1,9,-5,-4,13,11,6,3,-12
CCOC(=O)c1ccc(NC(=O)CCNc2c(N3CCCC3)c(=O)c2=O)cc1,-15,-10,-4,-13,7,7,-2,-29
